Bioassay records (PubChem)
AHR act: human AHR activation | AHR-responsive luciferase reporter cells, luminescence | AID 2796 | actives 2.5% (n = 320,000) | P35869 | activation, % at 5 µM; in the data active means activation above about 47%;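 further: 0% = vehicle wells and 100% = reference agonist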
proCasp7 act: activates human procaspase-7, counter-screen for procaspase-3 activators. actives 0.093% (n = 330,000). AID 463210. activation, % at 8.5 µM. P55210. recombinant procaspase-7, Ac-DEVD-pNA absorbance 405 nm; D23A/D198A/D206A triple mutant, cannot self-cleave; scale: DMSO 0, 5 µM enzyme 100;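 active means percent activation above the screen-wide mean plus 3 SD, cut at about 25% in these data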
Target sequence (P55210 whole entry D23A/D198A/D206A): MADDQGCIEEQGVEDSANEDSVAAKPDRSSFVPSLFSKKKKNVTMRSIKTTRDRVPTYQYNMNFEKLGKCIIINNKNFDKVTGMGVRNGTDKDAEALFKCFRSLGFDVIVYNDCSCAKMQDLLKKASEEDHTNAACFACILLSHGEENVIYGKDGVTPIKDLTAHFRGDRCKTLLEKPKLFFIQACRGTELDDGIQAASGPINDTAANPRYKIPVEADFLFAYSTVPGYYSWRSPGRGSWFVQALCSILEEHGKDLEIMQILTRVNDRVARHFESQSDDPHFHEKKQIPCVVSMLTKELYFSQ
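Assay system: Uncleavable procaspase-7 mutant enzyme; Input: 2 µM procaspase-7 mutant as dispensed; Also added: DEVD-pNA substrate; Medium: Zinc-free HEPES pH 7.4 with 300 mM NaCl, 0.01% Triton X-100; Timing: 1 h compound preincubation, 2 h substrate cleavage, 25 °C; Measured by: Epi-absorbance of released pNA at 405 nm, two timepoints.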
PAFAH2 FP inh: inhibitors of human PAFAH2; Q99487; recombinant PAFAH2, FP-rhodamine activity probe, fluorescence polarization; inhibition, % at 3.39 µM; actives 0.99% (n = 340,000); AID 492956;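 active means inhibition above the mean over all tested compounds plus 3 SD, cut at about 30% in these data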;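 further: inhibitors block probe labeling of enzyme so polarization drops; 0% = enzyme with DMSO and 100% = wells lacking PAFAH2 protein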
PP1 inh: counter-screen for PP5 inhibitors: inhibitors of human PP1-alpha; P62136; purified PP1alpha, OMFP fluorescence; inhibition, % at 6.7 µM; actives 0.9% (n = 320,000); AID 2235;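 active means inhibition above the mean inhibition of all tested compounds plus 3 SD, computed separately for each screening campaign, cut at about 15% in these data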
PP5 primary: PP5 (human) phosphatase inhibition; purified PP5c, OMFP substrate fluorescence; inhibition, % at 6.7 µM; actives 0.18% (n = 320,000); AID 1987;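 active means inhibition above the campaign's mean inhibition across all tested compounds plus 3 SD, cut at about 9.5% in these data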;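 further: 0% = DMSO only and 100% = 100 µM cantharidin control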
Target sequence (P53041 whole entry, looked up): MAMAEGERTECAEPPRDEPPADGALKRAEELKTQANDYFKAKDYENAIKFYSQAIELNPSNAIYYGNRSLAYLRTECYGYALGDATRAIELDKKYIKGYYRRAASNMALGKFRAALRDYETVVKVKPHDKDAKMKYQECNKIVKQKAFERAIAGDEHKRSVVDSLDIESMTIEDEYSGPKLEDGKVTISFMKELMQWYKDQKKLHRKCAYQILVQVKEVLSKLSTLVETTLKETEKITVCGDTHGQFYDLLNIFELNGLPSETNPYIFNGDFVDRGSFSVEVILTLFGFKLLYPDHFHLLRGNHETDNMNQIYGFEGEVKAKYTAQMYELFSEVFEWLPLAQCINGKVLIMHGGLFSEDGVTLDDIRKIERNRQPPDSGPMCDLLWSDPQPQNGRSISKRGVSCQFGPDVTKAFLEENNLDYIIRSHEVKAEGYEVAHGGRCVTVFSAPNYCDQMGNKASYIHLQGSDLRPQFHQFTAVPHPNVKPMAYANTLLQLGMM
procasp3 activ: procaspase-3 (human) activation; P42574; activation, % at 8.5 µM; recombinant procaspase-3 D3A, Ac-DEVD-pNA absorbance 405 nm; actives 0.11% (n = 330,000);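 active means activation above the mean of all tested compounds plus 3 SD, cut at about 21% in these data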;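 further: 0% = DMSO alone and 100% = DMSO wells spiked with extra 5 µM PC-3 D3A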
Target sequence (P42574 whole entry D9A/D28A/D175A): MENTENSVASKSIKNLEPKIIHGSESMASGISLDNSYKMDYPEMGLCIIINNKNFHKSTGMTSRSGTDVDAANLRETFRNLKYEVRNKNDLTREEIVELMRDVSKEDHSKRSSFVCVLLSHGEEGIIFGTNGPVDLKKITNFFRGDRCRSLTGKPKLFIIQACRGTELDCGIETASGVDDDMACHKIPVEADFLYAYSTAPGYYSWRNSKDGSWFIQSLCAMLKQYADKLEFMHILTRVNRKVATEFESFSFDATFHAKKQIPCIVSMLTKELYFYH
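Assay system – Procaspase-3 D3A mutant · Benchmarks – DMSO low control, extra-enzyme high control · Technique – 405 nm absorbance of p-nitroaniline, reads at 0 and 120 min · Doses – 8.5 µM nominal · Measure – % activation between DMSO and enzyme-spiked controls · Also added – Ac-DEVD-pNA chromogenic peptide substrate · Schedule – 1 h compound preincubation, 2 h substrate hydrolysis at 25 °C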
TPT1 inh: blocks Candida albicans tRNA 2'-phosphotransferase; AID 1962; recombinant caTPT1, FP RNA substrate dephosphorylation; inhibition, % at 5 µM; actives 0.81% (n = 300,000);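 active means inhibition above the mean of all tested compounds plus 3 SD, set per screening campaign, cut at about 24% in these data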;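 further: plate controls were DMSO alone for no effect and ferristatin control at 100 nM for full effect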
CTSL1 counter: blocks F. hepatica cathepsin L1 in PFM18AAP counter-screen. recombinant F. hepatica cathepsin L1, Z-Leu-Arg-MCA fluorescence. inhibition, % at 5.96 µM. actives 0.49% (n = 300,000);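 active means inhibition above the mean of all tested compounds plus 3 SD, set per screening campaign, cut at about 17% in these data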;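 further: 0% = plate median of test compound wells and 100% = 1 µM Z-Phe-Ala-diazomethylketone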
core dimer inh: blocks dimerization of HCV core protein | actives 0.33% (n = 300,000) | TR-FRET GST/Flag-core106 dimerization, 1536-well | inhibition, % at 5 µM | AID 1899;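 active means inhibition above the mean of all tested compounds plus 3 SD, set per screening campaign, cut at about 45% in these data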
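Material: Tagged HCV core106 pair (GST and Flag) | Amount: GST-core106 13.5 nM, Flag-core106 17 nM | Medium: KF-containing HEPES buffer, pH 7.45, DTT, CHAPS, BSA | Reagent: Eu donor and XL665 acceptor anti-tag antibodies | Schedule: 4 h at 22.5 °C | Technique: Time-resolved FRET, ex 340 nm, em 617 and 671 nm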
* marks the source's active call; other numbers are inactive results; · = no result given.

SMILES	AHR act	proCasp7 act	PAFAH2 FP inh	PP1 inh	PP5 primary	procasp3 activ	TPT1 inh	CTSL1 counter	core dimer inh
COc1ccc(-n2cnc3scc(-c4ccc(OC)c(OC)c4)c3c2=O)cc1	12	4	-2	-4	1.4	-3	0	0	-2
CCCOc1ccc(NC(=O)CC2Nc3ccccc3NC2=O)cc1 (stereo not given)	13	6	-1	-2	0.7	-4	1	-3	-2
COc1ccc(C2CC2/C(C)=N/OC(=O)c2cccs2)cc1 (stereo not given)	5	6	-5	-2	4.5	-3	2	16	10
Nc1nc2n(n1)C(c1cccs1)CC(c1ccc(Br)cc1)N2 (stereo not given)	-7	-12	6	0	-0.5	-5	1	-2	3
CC(=O)c1ccc(NC(=S)NCCc2ccccn2)cc1	-2	-2	2	0	1.1	2	1	0	-9
Cc1cc(C)cc(C(=O)N2CCN=C2c2ccccc2)c1	-2	4	-6	0	2.4	0	-1	2	3
COc1cc(OC)cc(N(C(=O)c2ccco2)C(C(=O)NC2CCCC2)c2ccc(N(C)C)cc2)c1 (stereo not given)	5	1	1	-2	3.0	-6	2	-1	10
CN1CC=C2C(C#N)=C(N)C(C#N)(C#N)[C@H](c3cccs3)[C@H]2C1	11	-2	12	1	2.0	-12	-54	-2	-6
CCCCCCC(=O)NNC(=O)CC(=O)Nc1ccccc1C(=O)O	-1	1	-19	-4	-1.4	3	1	-2	-2
CN=c1scc(-c2ccccc2Br)n1/N=C/c1ccc[nH]1	-6	-2	·	0	3.9	-2	18	-2	0
CSc1ccccc1C(=O)NCCc1ccc(S(=O)(=O)N2CCCCC2)cc1	4	5	3	1	0.7	0	-1	-1	0
Cn1ccnc1C(=O)c1ccccc1Cl	0	6	8	-1	2.8	9	-3	0	-3
COCC(C)OC(=O)C(C#N)c1nc2ccccc2nc1N1CCN(Cc2ccccc2)CC1 (stereo not given)	0	1	0	1	1.9	-2	-1	-1	2
O=C(NC(Cc1ccccc1)c1nc2ccccc2[nH]1)c1ccc(Cl)c([N+](=O)[O-])c1 (stereo not given)	12	-1	-6	6	5.5	-1	-2	1	15
FC(F)(F)c1ccncc1-c1nnnn1-c1ccc(Cl)cc1	-1	2	1	-5	1.0	-2	-2	-3	0
CN(CC(=O)NCc1cccs1)CC(=O)Nc1ccc(F)c(F)c1F	1	-9	3	-5	-0.4	1	-3	1	8
CCCOc1ccc(Cc2nc(N)nc(N)n2)cc1	-2	3	6	2	0.3	1	1	-1	-2
CCOC(=O)n1c(=O)n(Cc2c(Cl)cccc2Cl)c2ccccc21	-4	1	15	3	1.5	0	-2	-2	7
O=C1c2ccccc2NC(c2ccccc2Cl)N1N=C1CCCCCC1 (stereo not given)	17	4	9	-2	0.1	7	0	2	5
CC1CCN(CCCNC(=O)c2cc3c(s2)-c2ccccc2OC3)CC1	7	0	12	2	3.2	7	-4	2	-11
O=C(O)CCC(=O)Nc1ccc(SSc2ccc(NC(=O)CCC(=O)O)cc2)cc1	0	-31	-4	3	1.9	-20	0	-3	0
COC(=O)c1cccnc1-n1c(=O)c2cccnc2n(Cc2ccc(Cl)cc2)c1=O	-1	10	3	-3	-0.9	6	0	-2	-5
COC(=O)c1ccc(CSc2nnc(C)s2)cc1	3	-3	4	1	0.6	-2	-4	3	0
CCN(CC)CCCCNc1ncc2cc(-c3cc(OC)cc(OC)c3)c(NC(=O)NC(C)(C)C)nc2n1	3	5	-2	1	2.0	-1	-1	1	-1
Cc1ccc(C(=O)Oc2ccc(C(=O)COC(=O)c3cnccn3)cc2)cc1	1	-2	-7	-1	0.7	6	-2	-6	-2
CCOc1cccc2sc(N(CCN(CC)CC)C(=O)c3cccc(N4C(=O)CCC4=O)c3)nc12	3	0	-2	-3	0.6	3	-2	-2	6
O=C(NCc1ccc(F)cc1)c1cccnc1C(=O)O	0	-1	-4	-3	-0.1	-3	-4	-8	2
COC(=O)CSc1nnc(-c2cnccn2)n1C	2	-7	0	7	-1.7	0	4	-1	0
Cc1ccc(CNC(=O)COC(=O)CCC(=O)c2cccs2)cc1	-1	5	3	1	-0.4	-3	3	-59	1
Cc1c(C(=O)N2CCCCCC2)c(S(=O)(=O)Nc2ccc(F)cc2)c(C)n1C	0	3	0	-1	2.2	1	1	0	-7
COc1ccc(N2CCN(C(=O)c3ccccc3N(C)S(=O)(=O)c3ccccc3)CC2)cc1	1	8	-4	-1	1.5	6	-3	-4	3
Cc1ccc(NC(=O)CC2(CC(=O)O)CCCC2)cc1	1	3	0	-3	-1.7	5	-1	3	5
Cc1ccc(-c2n[nH]c(=O)c3ccccc23)cc1S(=O)(=O)NC(C)(C)C	2	6	0	-7	2.9	-3	1	0	-3
Cc1cccc(NC(=O)CN2C(=O)S/C(=C\c3ccc(-c4cccc(C(=O)O)c4C)o3)C2=O)c1	-1	9	·	-2	2.5	0	1	0	2
COCC(C)n1c(C)cc(C(=O)COC(=O)CCc2nc3ccccc3c(=O)[nH]2)c1C (stereo not given)	1	9	2	-1	0.7	15	0	4	6
O=c1c2cn[nH]c2[nH]c(=S)n1-c1ccccc1Cl	2	-2	5	-3	3.3	-2	1	1	0
CCCc1cc(=O)[nH]c(SCC(=O)NC2CCCCC2)n1	-4	-1	3	-1	2.6	-1	2	1	-14
CC1(C)Cc2c(cnn2-c2cccc(F)c2)C(NC(=O)c2cc[n+]([O-])cc2)C1 (stereo not given)	5	-5	-5	3	-6.2	7	6	4	-8
Cc1ccc2cc(C#N)c(SCC(=O)N3CCCC3)nc2c1	15	0	-7	-5	0.7	-3	1	-3	2
Cc1ccc2nc(Nc3ccc(F)cc3)c3nncn3c2c1	8	2	-4	13	1.1	-2	5	0	1
Cc1onc(C(=O)Nc2ccccc2C(F)(F)F)c1[N+](=O)[O-]	-1	-6	-6	-3	-0.7	3	0	2	-8
CCC(C)[C@@H](N)C(=O)N/N=C/c1cccc2nccnc12 (stereo not given in full)	70*	2	·	1	-2.9	2	-2	3	1
O=C(CSc1nnc(Cc2cc(=O)[nH]c(=O)[nH]2)n1-c1ccc(F)cc1)NC1CCCC1	0	0	9	-4	0.7	1	-11	1	0
CCC1(c2ccccc2)NC(=O)N(CC(=O)N2CC(=O)Nc3ccccc32)C1=O (stereo not given)	-1	-1	-5	0	-0.5	-4	·	·	·
CC(C)NC(=O)Cn1c(SCC(=O)N2CCCCCC2)nc2ccccc21	1	6	6	-2	-0.4	6	-1	1	-7
CCn1cc(Br)c(C(=O)Nc2cccc(SC)c2)n1	21	3	0	0	2.9	1	0	-2	-12
COc1ccc(C)cc1S(=O)(=O)N(C)CC(N)=O	0	0	4	4	-7.2	5	-1	8	-1
Cc1noc(NS(=O)(=O)c2ccc(NC(=O)c3cc4ccccc4o3)cc2)c1C	2	-9	7	·	·	-1	·	·	·
CC1C(=O)N2CCCc3cc(NC(=O)C(=O)NCCc4c[nH]c5ccccc45)cc1c32 (stereo not given)	17	4	3	-1	-0.7	9	-2	2	-1
Cc1sc(NC(=O)c2ccccc2)c(C#N)c1-c1ccccc1	19	-5	-1	2	3.3	5	-1	-4	2

3 compounds picked at random from the list so far:
SMILES	AHR act	proCasp7 act	PAFAH2 FP inh	PP1 inh	PP5 primary	procasp3 activ	TPT1 inh	CTSL1 counter	core dimer inh
CCn1cc(Br)c(C(=O)Nc2cccc(SC)c2)n1	21	3	0	0	2.9	1	0	-2	-12
CCC(C)[C@@H](N)C(=O)N/N=C/c1cccc2nccnc12 (stereo not given in full)	70*	2	·	1	-2.9	2	-2	3	1
O=C(CSc1nnc(Cc2cc(=O)[nH]c(=O)[nH]2)n1-c1ccc(F)cc1)NC1CCCC1	0	0	9	-4	0.7	1	-11	1	0

Other results follow:
SMILES	AHR act	proCasp7 act	PAFAH2 FP inh	PP1 inh	PP5 primary	procasp3 activ	TPT1 inh	CTSL1 counter	core dimer inh
O=C(Nc1ccccc1)Nc1nc(-c2ccccc2)cs1	-4	4	2	0	1.7	-6	-1	3	1
C=CCNC(=O)C1CC=CCC1C(=O)O (stereo not given)	3	3	-5	3	1.3	8	-2	2	3
CCOC(=O)C1=C(COC(=O)/C=C/c2ccccc2Cl)NC(=O)NC1C (stereo not given)	2	0	5	13	2.2	4	2	-7	6
COc1cccc(NC(=O)CSc2cccc[n+]2[O-])c1	2	-4	2	·	·	-2	·	·	·
COc1cc(CNn2c(C)n[nH]c2=S)cc(Cl)c1OCc1ccccc1	-1	-12	10	0	4.4	-6	0	2	-2
CCOc1ccccc1N1CC(C(=O)NC2CCCCCC2)CC1=O (stereo not given)	-1	0	-3	·	·	-2	·	·	·
O=C(Nc1ccc(F)c(F)c1)c1ccc2c(c1)OCO2	5	-1	-1	-2	3.8	0	1	1	-2
CC(C)(C)c1cc(CCC(=O)NNC(=O)c2ccco2)cc(C(C)(C)C)c1O	-5	11	-8	3	1.3	3	-4	-1	-1
O[C@@H]1CN(C2CCCCC2)CC[C@H]1N1CCN(CCc2ccccc2)CC1	2	5	-3	1	1.9	6	4	-2	2
O=C(Oc1ccc(Cl)c2cccnc12)c1ccco1	17	8	6	2	-0.8	-10	-4	-3	-3
CCn1c(=O)cc(OCC(=O)Nc2cc(C)ccn2)c2ccccc21	1	-6	-2	4	3.6	4	3	-8	0
CCO[C@H]1OC(C(=O)Nc2ccccc2)=C[C@@H](C2CC2)[C@@H]1CCCO	11	-4	5	-2	0.8	7	-3	-2	-9
Cn1cc(-c2nnnn2-c2ccc(Cl)cc2)c(=O)c2ccccc21	0	4	4	-4	0.1	-1	-3	-1	-5
O=C(CN1C(=O)COc2ccc(Cl)cc21)N1CCCCC1	-6	10	-3	-4	1.0	1	0	-1	4
CCCn1c(N)c(N(CCOC)C(=O)c2cccc(C(F)(F)F)c2)c(=O)[nH]c1=O	-2	-5	1	-3	-1.4	-3	-2	1	-3
CC(=O)C1=C(O)CC(C)(C)CC1=NCCc1nc2ccccc2[nH]1	-3	9	6	-2	-1.9	1	2	5	-1
COCCn1c(SCC(=O)NC2CCCC2)nc2cccnc21	4	3	-2	-7	-2.3	2	1	-5	1
COc1cc(OC)c(C(=O)OCC(=O)c2ccc3c(c2)NC(=O)CO3)cc1OC	0	6	5	·	·	11	·	·	·
O=C(Nc1cccnc1)Nc1ccccc1Cl	25	0	-10	-2	-0.2	14	-6	-1	-1
CCN(C(=O)COC(=O)c1cc(C)oc1C)c1c(N)n(Cc2ccccc2)c(=O)[nH]c1=O	1	-2	1	1	-0.3	-9	·	·	·
c1ccc2c(c1)[nH]c1nc3nncn3nc12	15	3	6	-6	1.8	8	-1	2	-3
CCOC(=O)C1CCN(C(=O)Cc2c(C(=O)O)[nH]c3ccccc23)CC1	12	-1	-4	-4	1.8	2	0	-3	-2
Fc1cccc(Cl)c1CNC(c1ccccc1)c1ccccc1	0	8	4	-6	1.9	0	1	3	1
CC(=O)n1cc(Nc2ccccc2C(=O)O)c2ccccc21	25	-2	1	-4	-0.9	-2	-3	2	-13
